# Assay outcomes as filed in PubChem.
# TDP1 block: qHTS Assay for Inhibitors of Tyrosyl-DNA Phosphodiesterase (TDP1). Tyrosyl-DNA phosphodiesterase 1 (Homo sapiens), Q9NUW8. recombinant TDP1, AlphaScreen DNA substrate cleavage. Potency, µM (series often up to 130 µM), for inactives: at the highest dose activity change, negative = inhibition, most hits filed as inhibitors. 350,000 tested, 0.28% active. AID 485290, 2010; further: nearly all actives have a fitted effect of over 40% in size
#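 AlphaScreen read-out: signal falls as enzyme removes the 3' tyrosine-FITC from a 5'-biotinylated DNA oligo (15 nM, 5 min, RT). Enzyme was E. coli-made recombinant Tdp1 at 1 nM, exposed to compound for 15 min beforehand; beads 10 ug/ml, 10 min.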
# KAT2A inh: qHTS Assay for Inhibitors of GCN5L2; Potency, µM (series often up to 58.9 µM), inactives show at the top dose activity change, negative = inhibition, hits mostly inhibitors; 390,000 tested, 0.21% active; Histone acetyltransferase KAT2A (Homo sapiens), Q92830; GCN5L2 HAT assay, ThioGlo1 CoA-SH fluorescence
# Target sequence (Q92830 whole entry, looked up): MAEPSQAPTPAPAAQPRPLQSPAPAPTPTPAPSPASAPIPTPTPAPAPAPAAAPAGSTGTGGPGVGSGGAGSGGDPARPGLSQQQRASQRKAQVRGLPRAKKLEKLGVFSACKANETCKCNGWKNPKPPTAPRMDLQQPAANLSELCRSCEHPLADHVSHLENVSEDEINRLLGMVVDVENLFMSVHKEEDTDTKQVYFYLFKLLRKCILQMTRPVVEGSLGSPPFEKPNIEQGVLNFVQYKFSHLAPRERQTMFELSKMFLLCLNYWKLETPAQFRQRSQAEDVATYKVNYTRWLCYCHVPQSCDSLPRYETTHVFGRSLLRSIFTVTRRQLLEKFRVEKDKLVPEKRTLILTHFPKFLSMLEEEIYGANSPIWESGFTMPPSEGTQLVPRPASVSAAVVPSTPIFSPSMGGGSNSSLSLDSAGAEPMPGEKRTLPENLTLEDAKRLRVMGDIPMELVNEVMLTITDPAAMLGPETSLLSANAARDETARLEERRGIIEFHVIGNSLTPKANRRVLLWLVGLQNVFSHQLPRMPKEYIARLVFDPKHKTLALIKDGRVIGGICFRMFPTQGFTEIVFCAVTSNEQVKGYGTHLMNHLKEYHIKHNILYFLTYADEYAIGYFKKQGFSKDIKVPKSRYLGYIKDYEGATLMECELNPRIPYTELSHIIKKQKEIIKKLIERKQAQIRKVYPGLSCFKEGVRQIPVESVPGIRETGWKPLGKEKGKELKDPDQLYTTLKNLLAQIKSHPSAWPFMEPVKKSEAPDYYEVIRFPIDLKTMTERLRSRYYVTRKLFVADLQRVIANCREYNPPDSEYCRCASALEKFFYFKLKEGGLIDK
#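 Free CoA generated was detected with ThioGlo1 (50uM) fluorescence at Ex340nm/Em540nm, read immediately and after 20 min at room temperature. Enzyme, 20 nM in HEPES pH 7.5 buffer, saw compounds 15 min before adding 75uM H3(1-25) peptide and 70uM acetyl-CoA.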
# DT40 TDP1 no CPT: qHTS for Inhibitors of human tyrosyl-DNA phosphodiesterase 1 (TDP1): qHTS in cells in absence of CPT. Potency, µM (top dose mostly 46.2 µM), for inactives: at the top dose activity change, negative = growth inhibition, hits mostly inhibitors. 420,000 tested, 15% active. DT40 Tdp1-/- hTDP1 cells, no CPT, ATP luminescence, 48 h; further: nearly all actives have a fitted effect of over 55% in size
#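 A cellular qHTS used chicken DT40 cells lacking endogenous Tdp1 but carrying stably transfected human TDP1. Compounds were applied without camptothecin, and cell growth kinetics were judged by ATP-dependent luminescence after ≥48 hr.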
# Active calls of the source: *; ? = inconclusive; / = no result given; [ ] = another dose, or the depositor's remark. The call rests on the fitted dose curve; in most records, active means well fitted curve in the direction sought with a large enough effect; inconclusive means small, poorly fitted or top-dose-only effect, or another doubt; inactive means no such curve, though single readings can be large; an effect the other way counts as inactive or inconclusive. On the % scale 0 is the no-effect control and ±100 the full control effect; potency means the concentration at half of the fitted maximal effect.
SMILES,TDP1 block,KAT2A inh,DT40 TDP1 no CPT
CN(c1ccccc1)S(=O)(=O)c1cccc(NC(=O)Cn2cnc3c2c(=O)n(C)c(=O)n3C)c1,5%,-10%,16µM*
CC(=O)Nc1ccc(S(=O)(=O)N2CCC(C(=O)NCCC(=O)Nc3ccccc3)CC2)cc1,0%,-4%,8%
COc1ccc(NC(=O)c2cc(-c3ccccc3Cl)no2)cc1,1%,-14%,-27%
Cc1ccccc1C(=O)NC(CC(C)C)C(=O)OCC(=O)c1c(N)n(C)c(=O)n(C)c1=O (centres undefined),-2%,-5%,?
O=C(O)CCN1C(=O)CC(N2C(=O)/C(=C/c3ccc(Cl)cc3)SC2=S)C1=O (centres undefined),4%,?,0%
CSc1ccc(C(=O)C2CCCN(C(=O)Cn3cnnn3)C2)cc1 (centres undefined),1%,-2%,-5%
CCCC/C(C)=N\NC(=O)CNS(=O)(=O)c1ccc([N+](=O)[O-])cc1,5%,-5%,0%
COc1ccc2c(-c3ccccc3)cc(N3CCOCC3)nc2c1,/,-16%,?
O=C(Nc1cccc(-n2cnnn2)c1)c1cc2ccccc2o1,4%,2%,-26%
O=C(NCc1ccccn1)c1ccc2c(c1)N(Cc1ccccc1)CCS2,6%,-15%,?
O=C(NCc1cccs1)c1nc2ncccn2n1,2%,/,-1%
O=C(O)CN1C(c2ccccc2O)Nc2ccc(Br)cc2C1c1ccccc1 (centres undefined),9%,-7%,?
O=S(=O)(c1ccccc1)N1c2cc(Cl)ccc2Oc2nc3ccccc3nc21,2%,-10%,10µM*
O=C(NCC(=O)N1CCCC(C(F)(F)F)C1)c1ccc(Oc2ccccc2)cc1 (centres undefined),2%,-40%,-20%
C=CCNC(=O)c1ccc(OC)cc1OC,3%,-4%,-18%
CCOc1ccc(NC(=O)c2[nH]c(C)c(C(C)=O)c2C)cc1,/,0%,?
O=C(OCc1c(-c2ccccc2)ncc2ccccc12)N1CCOCC1,2%,-4%,?
COCCCNC(=O)c1oc2c(c1C)-c1nn(Cc3ccccc3Cl)cc1CC2,1%,-14%,18µM*
Cc1cc(C)cc(NS(=O)(=O)c2c(C)[nH]c(=O)[nH]c2=O)c1,/,11%,2%
COc1ccc(OC)c(C(=O)CSc2ncc3c(n2)-c2ccccc2N(Cc2ccccc2C)S3(=O)=O)c1,0%,-3%,?
NC(=O)CC1NC(=O)c2cc([N+](=O)[O-])cc(I)c2OCCC(C(N)=O)NC(=O)[C@@H]2CCCN2C1=O (some centres undefined),1%,-1%,4%
O=C(CN1CCc2ccccc2C1)Nc1cc(S(=O)(=O)N2CCOCC2)ccc1N1CCCC1,11%,-7%,?
COc1ccc(/C=C(\C#N)c2nc3ccccc3c(=O)[nH]2)cc1OC,3%[12.3 µM],-3%,18µM*
COC(=O)C1(c2ccccc2)NC(c2ccc(O)cc2)C2C(=O)N(c3ccc4c(c3)OCO4)C(=O)C21 (centres undefined),/,3%,-5%
O=[N+]([O-])c1cc(-c2cnc3ccccc3n2)ccc1Cl,4%,-1%,-9%
COc1ccc(OC)c(C(=O)NC(CC(N)=O)c2ccc(NCCN3CCOCC3)c([N+](=O)[O-])c2)c1 (centres undefined),0%,-13%,?
COc1ccc(-c2noc(CCC(=O)NC3CCCCC3)n2)cc1OC,7%,2%,-30%
CCc1ccc(S(=O)(=O)Nc2cccc(C3OCCCO3)c2)cc1,-3%,1%,?
COc1ccc(OC)c(C2C(C(=O)O)c3ccccc3C(=O)N2C)c1 (centres undefined),5%,-2%,5%
CCCCC(=O)NC1(C(F)(F)F)C(=O)Nc2c1c(=O)[nH]c(=O)n2-c1ccc(F)cc1 (centres undefined),12%,-2%,-1%
COc1ccccc1NC(=O)COC(=O)C1CCN(/C=C/C(=O)C(F)(F)F)CC1,-2%,1%,-20%
Cc1cccc(NC(=O)C2=C(O)c3ccccc3N(C)S2(=O)=O)c1,4%,-1%,15µM*
Cc1ccccc1C(=O)Nc1ccc(N(C)C)c2ccccc12,/,-6%,3.7µM*
Cc1ccc(Cl)c2c1NC(=O)C2=O,0%,2%,?
Cc1ccsc1C(=O)N(C)CC(=O)N(CC(C)C)c1c(N)n(CC(C)C)c(=O)[nH]c1=O,-2%,-1%,-4%
O=C(NC1CCCCC1)c1ccc2c(c1)N(Cc1cccc(Cl)c1)C(=O)c1ccccc1S2=O (centres undefined),1%,-7%,?
Cc1cccc2c1ncc1c(=O)n(-c3ccccc3)[nH]c12,/,0%,12%
NS(=O)(=O)c1ccc(NC(=S)N2CCN(Cc3ccc4c(c3)OCO4)CC2)cc1,-3%,-10%,?
O=C(NC1CCCc2ccccc21)C1CCN(S(=O)(=O)c2cccc3nonc23)CC1 (centres undefined),0%,-3%,?
CCc1ccc(-c2nc(CS(=O)CC(=O)NC3CCCCCC3)c(C)o2)cc1 (centres undefined),0%,-15%,-18%
Cc1ccc(C(=O)Cn2cncn2)cc1,3%,0%,1%
O=C(Cn1cc(S(=O)(=O)Cc2ccccc2)c2ccccc21)Nc1ccccc1,6%,-13%,-29%
COc1ccc(S(=O)(=O)NCCCN2CCOCC2)cc1F,2%,-2%,11%
CCN(CC)S(=O)(=O)c1ccc(C(=O)OCC(=O)N2CCOCC2)cc1,6%,-2%,-4%
Cc1ccc(OCc2cc(C(=O)N3CCC(C(O)C(C)C)CC3)no2)cc1C (centres undefined),6%,-6%,?
COc1ccc(S(=O)(=O)N2CCC(NC(=O)Nc3ccc(C)cc3)CC2)cc1,6%,-4%,?
CCN(CC)Cc1ccccn1,5%,-1%,-12%
CCCCN(CC)Cc1ccc(CNC(=O)Nc2ccccc2)o1,2%,0%,10µM*
CCCCN(CCCC)C(=O)c1cn(CC)c2cc(N3CCN(C)CC3)c(F)cc2c1=O,/,19%,-20%
COc1ccc(NC(=O)Cn2c(=O)n(-c3ccc(C)c(C)c3)c(=O)c3c(C)c(C)sc32)cc1,0%,-8%,-5%
Cc1cc(NCCCn2ccnc2)n2nc(-c3ccc(Cl)cc3)cc2n1,5%,-4%,?
CCOc1ccc(CCNC(=O)CN2CCN(Cc3ccc(Cl)cc3)C2=O)cc1OCC,5%,-10%,?
C/C(=N\OCc1ccccc1C#N)c1cc2ccccc2o1,/,-7%,19%
CCOc1cc(C(C(=O)NCC2CCCO2)N(C(=O)Cn2nnc3ccccc32)c2ccc(NC(C)=O)cc2)ccc1O (centres undefined),/,-1%,11%
Cc1ncc([N+](=O)[O-])n1CCOC(=O)c1cc(Cl)cc(Cl)c1N,-11%,-24%,?
Cc1ccc(C(=O)Nc2ccccc2C(=O)NCc2ccco2)cc1,0%,-3%,?
C#Cc1cccc(NC(=O)c2ccc(Cl)cc2Cl)c1,/,-7%,29µM*
Cc1ccc(CCNC(=O)C2CCCN(c3ncnc4c3nc3n4CCCCC3)C2)cc1 (centres undefined),6%,-3%,-19%
Cc1ccc(S(=O)(=O)N2CCOCC2)cc1C(=O)N1CCN(S(=O)(=O)c2cccc(F)c2)CC1,0%,0%,2%
Cc1ccc(C(=O)N2c3nc(-c4ccco4)nn3C3(CCCCC3)[C@@H]3CCCC[C@@H]32)cc1,-2%,-8%,15µM*

# Arranged by heavy-atom count (rising): six of the compounds above
SMILES,TDP1 block,KAT2A inh,DT40 TDP1 no CPT
Cc1ncc([N+](=O)[O-])n1CCOC(=O)c1cc(Cl)cc(Cl)c1N,-11%,-24%,?
Cc1ccc(C(=O)Nc2ccccc2C(=O)NCc2ccco2)cc1,0%,-3%,?
Cc1cc(NCCCn2ccnc2)n2nc(-c3ccc(Cl)cc3)cc2n1,5%,-4%,?
Cc1ccc(C(=O)N2c3nc(-c4ccco4)nn3C3(CCCCC3)[C@@H]3CCCC[C@@H]32)cc1,-2%,-8%,15µM*
COc1ccc(NC(=O)Cn2c(=O)n(-c3ccc(C)c(C)c3)c(=O)c3c(C)c(C)sc32)cc1,0%,-8%,-5%
Cc1ccc(S(=O)(=O)N2CCOCC2)cc1C(=O)N1CCN(S(=O)(=O)c2cccc(F)c2)CC1,0%,0%,2%

# Remaining list, next part.
SMILES,TDP1 block,KAT2A inh,DT40 TDP1 no CPT
CCOC(=O)Cc1csc(NC(=O)CCC(=O)O)n1,-3%,-2%,-4%
CCOC(=O)c1c(NS(=O)(=O)c2cccc(OC)c2)sc2c1CCC2,4%,-23%,-19%
CC(=O)Cn1ncc(N2CCOCC2)c(Cl)c1=O,/,7%,-27%
Cc1cccc(CN2CCSCC2)c1,/,-5%,21%
Cc1ccc(O)c(-c2n[nH]c3c2C(c2ccccc2F)N(Cc2ccco2)C3=O)c1 (centres undefined),10%,-7%,21µM*
CCCN1C(=O)/C(=C/c2cc(C)n(C)c2C)SC1=Nc1ccc(OCC)cc1,6%,-28%,-24%
Cc1cccc(OC(C)C(=O)Nc2cc(S(=O)(=O)N3CCCCC3)ccc2C)c1 (centres undefined),1%,-6%,?
O=C(O)CCC1(C(=O)O)OCCc2ccccc21 (centres undefined),0%,2%,-17%
CC(C)OP(=O)(OC(C)C)C(Nc1ccccc1)c1cccnc1 (centres undefined),4%,2%,-13%
CSc1nnc(Cn2c(=O)sc3ccccc32)n1CCc1ccccc1,-1%,1%,?
COc1cc(NC(=O)c2cc3cccc(OC)c3o2)cc(C(=O)Nc2cccc(C(F)(F)F)c2)c1,5%,-16%,5.2µM*
CC(C)[C@H](NC(=O)OCc1ccccc1)C(=O)OCC(=O)NCCc1ccccc1,2%,-4%,0%

# Limited to KAT2A inh (4 entries from above):
Molecule	KAT2A inh
CSc1nnc(Cn2c(=O)sc3ccccc32)n1CCc1ccccc1	1%
Cc1cccc(OC(C)C(=O)Nc2cc(S(=O)(=O)N3CCCCC3)ccc2C)c1 (centres undefined)	-6%
Cc1ccc(O)c(-c2n[nH]c3c2C(c2ccccc2F)N(Cc2ccco2)C3=O)c1 (centres undefined)	-7%
CCOC(=O)c1c(NS(=O)(=O)c2cccc(OC)c2)sc2c1CCC2	-23%

# The list goes on.
SMILES,TDP1 block,KAT2A inh,DT40 TDP1 no CPT
COc1ccc(CC(=O)Nc2ccc(-c3noc(-c4ccc(Cl)cc4)n3)cc2)cc1,5%,-5%,?
Nc1ccc(C(=O)OCCCc2nc3cc4ccccc4cc3[nH]2)cc1,/,-10%,?
Cc1nc2cc(NC(=O)NCc3ccco3)ccc2n1C,5%,-23%,-6%
Cc1cc(C)cc(NC(=O)c2oc3ccc4c(c3c2C)C(=O)CC(C)(C)O4)c1,3%,-11%,?

# Single records (already shown):
# Cc1nc2cc(NC(=O)NCc3ccco3)ccc2n1C is entered as TDP1 block: 5%; KAT2A inh: -23%; DT40 TDP1 no CPT: -6%
# Cc1cc(C)cc(NC(=O)c2oc3ccc4c(c3c2C)C(=O)CC(C)(C)O4)c1 is entered as TDP1 block: 3%; KAT2A inh: -11%; DT40 TDP1 no CPT: ?

# Not all compounds are listed (hit frequency here may not be typical).
